From PubChem
SENP7 block = SENP7 protease inhibitors, primary screen, biochemical, luminescence, uHTS | Sentrin-specific protease 7 (Homo sapiens), Q9BQF6 | recombinant SENP7, Z-RLRGG-aminoluciferin luminescence, 40 min | actives 1.5% (n = 330,000) | inhibition, % at 5 µM;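 active means inhibition above about 50% at the single test dose, limit read from the data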;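 further: plate controls were DMSO with enzyme for no effect and no enzyme buffer wells for full effect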
Target sequence (Q9BQF6 706-1050 limits assumed): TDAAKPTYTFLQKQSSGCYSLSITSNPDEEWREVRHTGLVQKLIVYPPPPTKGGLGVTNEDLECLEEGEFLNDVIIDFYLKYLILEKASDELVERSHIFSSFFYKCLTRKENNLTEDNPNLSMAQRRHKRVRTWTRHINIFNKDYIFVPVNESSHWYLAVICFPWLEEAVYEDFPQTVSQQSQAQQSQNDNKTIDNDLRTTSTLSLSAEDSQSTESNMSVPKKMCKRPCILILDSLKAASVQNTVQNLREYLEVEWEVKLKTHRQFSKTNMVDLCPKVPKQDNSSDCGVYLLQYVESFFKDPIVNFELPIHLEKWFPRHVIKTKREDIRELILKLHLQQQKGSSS
SENP8 block-1 = human SENP8 protease inhibitors, primary screen, biochemical, fluorescence, Nedd8 protein substrate, uHTS; Sentrin-specific protease 8 (Homo sapiens), Q96LD8; actives 0.64% (n = 360,000); inhibition, % at 20 µM; recombinant SENP8; AID 602440, 2012; in the data active means inhibition mostly above about 40%, no sharp cut-off; inactive means mostly below about 27%
Target sequence (Q96LD8 whole entry, looked up): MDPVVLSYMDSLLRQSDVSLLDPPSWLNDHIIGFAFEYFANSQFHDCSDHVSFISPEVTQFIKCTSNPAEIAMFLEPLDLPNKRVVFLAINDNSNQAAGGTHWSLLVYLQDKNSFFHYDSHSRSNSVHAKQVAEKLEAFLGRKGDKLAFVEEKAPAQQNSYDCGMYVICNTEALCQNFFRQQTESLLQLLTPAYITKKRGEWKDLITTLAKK
SENP8 block-2 = SENP8 protease inhibitors, primary screen, biochemical, luminescence; Sentrin-specific protease 8 (Homo sapiens), Q96LD8; purified SENP8, Z-RLRGG-aminoluciferin cleavage; inhibition, % at 10 µM; actives 1.2% (n = 330,000); AID 2540, 2010; in the data active means inhibition above about 50%
SENP1 inh = human SENP1 catalytic domain inhibitors, primary screen, biochemical, FRET, uHTS | Sentrin-specific protease 1 (Homo sapiens), Q9P0U3 | recombinant SENP1 catalytic domain, CyPet-SUMO1-YPet FRET cleavage | inhibition, % at 10 µM | actives 0.21% (n = 360,000) | AID 624204, 2012;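 active means inhibition at least 30% at 10 µM, raw YFP signal under a set limit, fluorescence ratio 0.5 to 1.5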;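 further: 0% = enzyme with DMSO and 100% = no enzyme wells; some results filed as inactive read as strong as hits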
Target sequence (Q9P0U3 419-644 limits assumed): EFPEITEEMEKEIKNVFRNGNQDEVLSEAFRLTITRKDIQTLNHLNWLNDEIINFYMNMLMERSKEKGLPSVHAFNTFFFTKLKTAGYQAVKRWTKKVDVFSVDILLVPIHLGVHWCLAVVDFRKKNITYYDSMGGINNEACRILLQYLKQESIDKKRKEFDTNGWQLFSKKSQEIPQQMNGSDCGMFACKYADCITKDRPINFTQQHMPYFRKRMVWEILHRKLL
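Assay system: hSENP1 catalytic domain, recombinant. Amount: SENP1 enzyme, 20 pM final. Schedule: 50 min reaction, RT, dark. Technique: FRET, CFP and YFP emission. Control set: no-enzyme wells low, DMSO-plus-enzyme wells high control.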
HKDC1 inh = HKDC1 hexokinase inhibitors, primary screen, biochemical, fluorescence, uHTS; Q2TB90; recombinant HKDC1, G6PDH/diaphorase resazurin coupled fluorescence; inhibition, % at 20 µM; actives 0.16% (n = 340,000); AID 493160, 2011;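 active means inhibition above about 35% when tested at 20 µM, limit read from the data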;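 further: plate controls were DMSO wells with enzyme for no effect and DMSO wells lacking enzyme for full effect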
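Assay system: in-house recombinant HK5 (HKDC1) enzyme. Input: HKDC1 at 5 µg/mL. Medium: Tris pH 8.0 buffer with MgCl2, Tween-20, BSA, BME. Dosing: single 20 µM dose. Schedule: 90 min reaction incubation at room temperature, dark. Signal: resazurin-to-resorufin fluorescence via G6PDH and diaphorase coupling, 525/613 nm. Controls: DMSO-enzyme wells negative, buffer-substituted wells positive.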
PfGluPho inh = PfG6PD enzyme inhibitors, primary screen, biochemical, fluorescence intensity, uHTS; actives 0.78% (n = 350,000); AID 504690, 2011; glucose-6-phosphate dehydrogenase-6-phosphogluconolactonase (Plasmodium falciparum 3D7); inhibition, % at 20 µM; PfGluPho enzyme, NADPH resazurin-diaphorase fluorescence;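 active means inhibition reaching at least a set limit at 20 µM in the primary screen, cut at about 59% in these data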;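 further: 0% = DMSO wells with substrate and 100% = DMSO wells lacking glucose-6-phosphate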
Apaf1 inhib = inhibitors of human Apaf-1 apoptosome, primary screen, biochemical, DEVD-Rh110 fluorescence, uHTS. inhibition, % at 20 µM. reconstituted apoptosome caspase-3 activity. actives 0.71% (n = 330,000). Apoptotic protease-activating factor 1 (Homo sapiens), O14727; active means inhibition of at least 40% at 20 µM;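 further: plate controls were DMSO wells for no effect and DEVD-CHO caspase inhibitor wells for full effect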
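System – cell-free apoptosome with Apaf-1, procaspase-3 and caspase-9 · Buffer or medium – pH 7.5 Hepes buffer with CHAPS, BSA, DTT · Also added – cytochrome c with DEVD-Rh110 · Times – 30 min compound preincubation, 50 min activation, room temperature · Technique – Rh110 fluorescence intensity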
SENP6 inh = SENP6 protease inhibitors, primary screen, biochemical, luminescence, uHTS | Sentrin-specific protease 6 (Homo sapiens), Q9GZR1 | Recombinant SENP6 catalytic domain, aminoluciferin luminescence | inhibition, % at 10 µM | actives 1.8% (n = 330,000) | AID 2599, 2010;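 active means inhibition above about 50% at the single tested dose, limit read from the data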;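 further: plate controls were DMSO wells with enzyme for no effect and DMSO wells lacking enzyme for full effect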
The depositor's hits bear a star; i = inactive; . = no result given. Outcome played no part in choosing rows; about 3.6% have a hit in one of these screens.

SMILES | SENP7 block | SENP8 block-1 | SENP8 block-2 | SENP1 inh | HKDC1 inh | PfGluPho inh | Apaf1 inhib | SENP6 inh
COc1ccc(NC(=S)Nc2cc(C(F)(F)F)ccc2F)cc1 | -11 | 11 | -10 | 0 | -15 | 4 | 11 | -17
CC(Cl)C(=O)Nc1ncc(C(F)(F)F)cc1Cl (stereo not drawn) | 4 | -72 | 6 | -1 | -4 | -1 | -17 | 0
O=C(Cc1cccs1)Nc1nnc(Cc2ccccc2)s1 | 7 | 8 | -2 | -26 | 8 | -12 | 13 | 3
CCNC(=S)Nc1sc2c(c1C#N)CCC(C)C2 (stereo not drawn) | 4 | 6 | -4 | 1 | -2 | -12 | -2 | -2
CCn1c(SCc2nc3ccccc3[nH]2)nnc1-c1cccnc1 | -6 | 11 | -8 | -1 | 0 | 39 | 3 | -10
C#CCn1c(=NC(=O)CN2C(=O)CCC2=O)sc2cc(S(N)(=O)=O)ccc21 | -9 | -13 | -1 | -10 | -3 | 7 | -12 | -13
CN(C)c1ccc(NC(=O)CCN2C(=O)c3cccc([N+](=O)[O-])c3C2=O)cc1 | 6 | 14 | 5 | -1 | 1 | 9 | -4 | 17
COc1ccccc1OCCC(=O)O | -10 | 9 | -9 | 3 | -2 | 6 | 5 | -16
CC1CCN(C(=O)c2ccc(S(=O)(=O)N(C)C)cc2)C(C)C1 (stereo not drawn) | -2 | 6 | 3 | 1 | 10 | 4 | -9 | 21
O=C(NCN1CCN(c2ccccc2)CC1)c1cnccn1 | 0 | 20 | -6 | 1 | -5 | -10 | 0 | -30

An excerpt from the list above, for reference:
SMILES | SENP7 block | SENP8 block-1 | SENP8 block-2 | SENP1 inh | HKDC1 inh | PfGluPho inh | Apaf1 inhib | SENP6 inh
COc1ccccc1OCCC(=O)O | -10 | 9 | -9 | 3 | -2 | 6 | 5 | -16
CC1CCN(C(=O)c2ccc(S(=O)(=O)N(C)C)cc2)C(C)C1 (stereo not drawn) | -2 | 6 | 3 | 1 | 10 | 4 | -9 | 21
O=C(NCN1CCN(c2ccccc2)CC1)c1cnccn1 | 0 | 20 | -6 | 1 | -5 | -10 | 0 | -30

(cont.)
SMILES | SENP7 block | SENP8 block-1 | SENP8 block-2 | SENP1 inh | HKDC1 inh | PfGluPho inh | Apaf1 inhib | SENP6 inh
CCOc1ccc(N2CC(C(=O)NCc3ccc(F)cc3)CC2=O)cc1 (stereo not drawn) | 9 | 9 | 1 | 4 | 12 | 5 | -1 | -15
COCCNC(=O)C(=O)NNC(=O)c1ccccc1OC | -2 | 6 | 8 | 1 | -10 | -15 | -2 | -3
OCc1nn2c(c1Br)NC(c1ccccc1)CC2C(F)(F)F (stereo not drawn) | 3 | 7 | 4 | 2 | 2 | -14 | -16 | 0
COc1ccc(CNC2CC(=O)N(C)C2=O)cc1 (stereo not drawn) | 11 | 15 | -4 | 0 | -8 | 1 | -19 | -12
Cc1ccc(Cl)cc1N1CCN(C(=O)CSc2nnc3n2C(C)(C)Cc2ccccc2-3)CC1 | 1 | 15 | 4 | 0 | -12 | 8 | 32 | -1
O=C(Nc1ccc(-n2cnnn2)cc1)C1CCCN1C(=O)NC1CCCCC1 (stereo not drawn) | -7 | 10 | -11 | 1 | -5 | -2 | 10 | -21
CCOc1ccccc1NC(=O)c1ccc(S(=O)(=O)N2CCCCC2)cc1 | -4 | 10 | -6 | 12 | -5 | -14 | 22 | -8
O=C(c1cc2cc(Br)ccc2oc1=O)N1CCCC1 | 7 | -9 | -5 | -3 | 7 | 3 | -16 | -2
COc1ccc(S(=O)(=O)NCCc2cn3nc(C)c(C)nc3n2)cc1C | 0 | -378 | -5 | -92 | -3 | -4 | 1 | -8
C/C(=N/NC(=O)CN1CCN(S(=O)(=O)c2ccc(C)cc2)CC1)c1ccco1 | 0 | 11 | 4 | -1 | 8 | -8 | 8 | -4
NS(=O)(=O)c1ccc(N/N=C/c2ccc(O)cc2O)c([N+](=O)[O-])c1 | 3 | 54* | 3 | 6 | 1 | 1 | -17 | 3
CC(=O)Nc1ccc(C(=O)NNC(=O)Cc2ccccc2)cc1 | -6 | -1 | 0 | 1 | -11 | -6 | 7 | -8
Cc1ccc(OCC(=O)O/N=C(\N)c2ccccn2)cc1 | 5 | 3 | 4 | 2 | -10 | -2 | -2 | 7
CCOC(=O)C1=C(COC(=O)c2cccc(Cl)c2)NC(=O)NC1C (stereo not drawn) | 5 | 4 | 2 | 1 | -1 | 3 | 4 | 29
CCOC(=O)c1cnc(SC)nc1Sc1ccc(Cl)cc1Cl | 12 | 11 | -1 | 3 | -4 | 19 | 14 | -6
CC(=O)N1N=C2c3ccccc3CCC2C1c1ccc(F)cc1 (stereo not drawn) | -9 | 20 | -10 | 2 | -1 | 6 | 12 | -19
N#Cc1c(-c2ccccc2)cc(-c2ccccc2)nc1SCC(=O)O | -7 | -10 | -6 | 1 | 3 | 17 | 12 | -41
COc1cccc(Nc2nc3ccc(C(=O)c4ccccc4)cc3n3cnnc23)c1 | 8 | -26 | -3 | -4 | -1 | 4 | -12 | -18
O=C(c1n[nH]c2ccccc12)N1CCN(S(=O)(=O)c2ccccc2)CC1 | -5 | 8 | -5 | -1 | -7 | 5 | 1 | 15
Cc1nn(C2CC(O)C(O)C(CO)O2)c(=O)[nH]c1=O (stereo not drawn) | . | 12 | . | 3 | -8 | -18 | . | .
CCn1ccnc1CN(C)Cc1cn(-c2ccc(C)cc2)nc1-c1cccc(C)c1 | 2 | 7 | 8 | 0 | 0 | 21 | 13 | 22
COc1ccc(C(=O)Nc2cccc(-c3cc4ccccc4oc3=O)c2)cc1[N+](=O)[O-] | . | -374 | . | 1 | -13 | 4 | . | .
COc1ccc(N(C(=O)c2cccnc2)S(=O)(=O)c2cccc([N+](=O)[O-])c2)cc1 | 5 | 8 | 3 | 2 | 4 | -1 | -3 | -1
CCN(CC)c1ccc(NC(=O)CSc2nnc(N)s2)cc1C | -1 | 2 | 1 | 1 | -6 | 31 | 7 | 2
CC(=O)c1cccc(S(=O)(=O)Nc2cc(C(F)(F)F)ccc2N2CCOCC2)c1 | -6 | 29 | 5 | 1 | 0 | -24 | -5 | 10
O=C(Nc1cccnc1)c1ccccc1F | -3 | 11 | -8 | 2 | -4 | 8 | 7 | -2
CN(C)CCCN(C(=O)c1ccc2ccccc2c1)c1nc2cc3c(cc2s1)OCO3 | -4 | 25 | -4 | 1 | 8 | 8 | 20 | -17
COc1cccc(/C=N/Nc2nnc(C)n2N)c1OCc1ccccc1Cl | 4 | 7 | 6 | 3 | -10 | 38 | 2 | 5
CCOC(=O)c1ccc(NC(=O)Cn2c(C)nc3c(sc(=S)n3CC)c2=O)cc1 | -8 | 8 | 0 | 0 | -7 | -9 | 20 | 4
COc1cc2ncnc(NCc3ccc(F)cc3)c2cc1OC | 7 | 10 | 1 | 2 | 0 | 3 | 3 | -49
O=c1oc2ccccc2c(NCc2ccc(Cl)cc2)c1[N+](=O)[O-] | -7 | 8 | -7 | 0 | -2 | 13 | 28 | -42
Cc1ccc(C(=O)NC(=S)Nc2ccc(S(=O)(=O)N(C)c3ccccc3)cc2)cc1 | 15 | 26 | -7 | 4 | -5 | 6 | 8 | 1
Cc1ccc(CSCC(=O)Nc2ccc(N3CCOCC3)cc2N2CCOCC2)cc1 | -11 | 18 | -6 | 2 | -4 | 8 | 11 | -17
CCN1CCN(CC(=O)Nc2ccc(OC(F)(F)F)cc2)CC1 | -4 | 16 | 7 | 0 | -5 | 1 | -1 | 3
CCc1ccc(C(=O)Nc2ccc(OC)c(S(=O)(=O)N3CCOCC3)c2)cc1 | -7 | 11 | -7 | 0 | -1 | 9 | -2 | -10
COc1ccccc1N1CCN(c2ccc(Cl)nn2)CC1 | 4 | 11 | 4 | 2 | -6 | -4 | 6 | -2
Cc1c(C)c(C)c(S(=O)(=O)n2[nH]c(=O)c(CCO)c2C)c(C)c1C | 0 | 11 | 7 | 2 | 16 | 3 | -2 | 2
CC(C)[C@H](NC(=O)c1ccccc1Cl)C(=O)OCC(=O)Nc1ccc(S(=O)(=O)N2CCOCC2)cc1 | 0 | 0 | 3 | -2 | -4 | -2 | 1 | 7
CCOC(=O)C(C(=O)Cc1ccccc1)c1ccccc1 (stereo not drawn) | . | 1 | . | 1 | -5 | -3 | . | .
CCOC(=O)c1nn(-c2ccc(F)cc2)c(=O)cc1OCC(=O)Nc1ccc(OCC)cc1 | 5 | 5 | 14 | 2 | 14 | -5 | 25 | 9
COc1ccc(-c2cc(C(=O)N/N=C/c3ccc4c(c3)OCO4)c3ccccc3n2)c(OC)c1 | -12 | i | -9 | 2 | 6 | 1 | 28 | -10
Cc1nnc(NC(=O)C(c2ccccc2)c2ccccc2)s1 | -10 | 9 | -8 | 0 | -4 | 2 | 13 | -17
Cc1ccc2[nH]c(-c3ccccc3)c(CN3CCN(C)CC3)c(=O)c2c1 | -2 | 5 | 3 | 1 | 1 | -1 | -12 | -5
COc1cccc(CNCc2ccc(C(=O)O)cc2)c1OC | -13 | 3 | 2 | 4 | -4 | -12 | -11 | -1
Cc1ccccc1NC(=O)COc1ccc(Br)cc1CNCCCO | -2 | 29 | 2 | 0 | 10 | -13 | -1 | 5
COc1cc2c(cc1OC)C(C)N(S(=O)(=O)c1ccc(C)cc1)CC2 (stereo not drawn) | -4 | 17 | -3 | 1 | -1 | 2 | 12 | -17
Cc1nc2nc(Cc3ccccc3)[nH]n2c(=O)c1Cc1ccccc1 | 5 | 13 | -2 | 2 | -2 | -22 | 20 | 2
Cc1ccc2nc(-c3ccc(O)cc3)oc2c1 | 74* | -407 | 85* | 0 | 4 | 25 | 10 | 85*
COc1ccc(CCNS(=O)(=O)c2ccc3c(c2)CCN3C(=O)CCC(=O)O)cc1OC | -8 | 12 | -2 | 1 | 5 | -2 | 4 | -10
CN(CCCNC(=O)CCC(=O)N1CCOc2ccccc21)Cc1ccccc1 | 2 | 13 | -6 | 3 | -4 | -8 | -5 | -4
O=C(Nc1ccccc1)C1C2CCCCC21 (stereo not drawn) | -8 | 6 | -5 | -1 | 4 | 0 | 1 | 2
COc1ccc(NC(=O)CCCN2C(=O)C3C4C=CC(C4)C3C2=O)c(OC)c1 (stereo not drawn) | -5 | 10 | 0 | -1 | 2 | -8 | 4 | -4
O=C(CCC(=O)N(CC(=O)NC1CCCC1)Cc1ccc(F)cc1)Nc1nccs1 | 2 | 4 | 6 | 2 | -5 | 12 | -7 | -23
